High-throughput results from PubChem.
TRPN1 ag: zebrafish TRPN1 (NompC) channel agonism. HEK293 zebrafish TRPN1-YFP, Fluo-8 calcium fluorescence; 100% = response to 87 µM carbachol. activation, % at 3 µM. 220,000 compounds, 0.18% hits;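 active = activation above its plate's cutoff, the mean activation of test wells on that plate plus 3 SD, cut at about 19% in these data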;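 also: 0% = DMSO alone and 100% = 87 µM carbachol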
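Material: zebrafish TRPN1-YFP in HEK293 cells; Doses: single test compound dose, 3 µM nominal, 0.3% DMSO; Timing: dye loading 1 h at 37 °C, then 30 min room temperature; Technique: intracellular calcium fluorescence with Fluo-8; Benchmarks: high carbachol 87 µM, low DMSO alone.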
EP2 mod: modulates human prostaglandin E2 receptor EP2 signaling | P43116 | EP2-expressing cells, cAMP HTRF FRET, PGE2 co-stimulation | induction, % at 25 µM | 260,000 compounds, 0.83% hits | AID 940;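 active = compounds whose cAMP rise, as percent of the full-agonist control response, exceeds 60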;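 also: rat C6 glioma line stably carrying human EP2 under a CMV promoter; the protocol text gives 20 µM as final concentration; 100% = response of wells given 1 µM PGE2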
TRPML3 ag: human mucolipin-3 channel agonism | Q8TDD5 | HEK293 TRPML3-YFP, Fluo-8 calcium fluorescence; 100% = the carbachol control signal | activation, % at 3 µM | 220,000 compounds, 0.29% hits;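 active = activation above its plate's cutoff, the mean activation of the plate's test wells plus 3 SD, cut at about 12% in these data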;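 also: 0% = DMSO only wells and 100% = carbachol wells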
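Material: HEK293 cells stably carrying human TRPML3-YFP; compound dosing: single dose, 3 µM final nominal compound, 0.3% DMSO final; incubation: 1-h 37 °C dye load, 5-s basal, 120-s post-compound reads; technique: Fluo-8 intracellular calcium fluorescence, excitation 470-495 nm, emission 515-575 nm; read-out basis: percent activation from peak-to-basal fluorescence ratio, scaled between DMSO and carbachol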
NPY-Y1 antag: NPY-Y1 (human) receptor antagonism. AID 1040. inhibition, % at 3.6 µM. HEK293-CNG Y1 cells, membrane potential fluorescence; NPY at EC95, then isoproterenol. P25929. 200,000 compounds, 1% hits;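 active = inhibition above the campaign mean inhibition of all tested compounds plus 3 SD, cut at about 20% in these data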;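 also: 0% = DMSO wells given NPY plus isoproterenol and 100% = isoproterenol alone without NPY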
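Test system: HEK293 cells co-expressing NPY Y1 receptor and cyclic-nucleotide gated channel; Also added: NPY (25 nM), isoproterenol (1 µM), Ro 20-1724 (25 µM); Compound dosing: one concentration, 3.6 µM, in 0.4% DMSO; Timing: dye 3 h, compound 60 min room temperature, stimulation 45 min; Technique: Membrane-potential fluorescent dye readout.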
NPY1 pot ag: potentiates or activates human NPY-Y1 receptor; NPY-Y1 expressing cells, potentiator/agonist activation; activation, % at 3.6 µM; 220,000 compounds, 0.37% hits; AID 1304; in the data active = activation above about 33%, passing the limit was not always enough;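 also: cells stimulated with NPY at EC10 then isoproterenol at EC100; 0% = low agonist plus stimulus and 100% = saturating agonist plus stimulus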
CHOP inhibitor: CHOP inhibition in unfolded protein response; CHO-K1 CHOP-promoter luciferase, tunicamycin-induced, 15-18 h; inhibition, % at 10 µM; 220,000 compounds, 3.8% hits; AID 2732;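 active = compounds that reduced the stress-induced luciferase reporter signal by more than about 70% of percent inhibition, limit read from the data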;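 also: 0% = tunicamycin plus vehicle and 100% = wells without tunicamycin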
NPY2 pot ag: human NPY-Y2 potentiation or agonism, primary screen; 220,000 compounds, 0.45% hits; AID 1359; activation, % at 3.6 µM; cells expressing NPY-Y2, potentiator/agonist read-out; P49146; in the data active = activation above about 27%;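 also: cells stimulated with NPY near EC25 plus isoproterenol at EC100; 0% = vehicle plus submaximal agonist and 100% = vehicle plus saturating agonist; some results beyond the cut were filed as inactive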
Target sequence (P49146 whole entry, looked up): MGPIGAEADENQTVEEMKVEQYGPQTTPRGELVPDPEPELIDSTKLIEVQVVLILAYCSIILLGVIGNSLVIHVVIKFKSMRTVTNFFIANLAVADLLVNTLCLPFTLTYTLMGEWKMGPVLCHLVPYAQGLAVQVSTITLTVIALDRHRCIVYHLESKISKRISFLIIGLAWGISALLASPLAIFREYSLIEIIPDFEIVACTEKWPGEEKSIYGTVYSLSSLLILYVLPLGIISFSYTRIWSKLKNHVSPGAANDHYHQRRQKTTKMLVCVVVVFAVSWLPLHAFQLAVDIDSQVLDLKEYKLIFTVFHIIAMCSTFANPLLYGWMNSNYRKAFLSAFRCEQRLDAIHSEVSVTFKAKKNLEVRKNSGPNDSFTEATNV
S1P4 agonist: activates the human S1P4 receptor; O95977; S1P4-expressing cell line, agonist reporter assay; activation, % at 4.98 µM; 220,000 compounds, 0.35% hits; in the data active = activation above about 11%;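 also: 0% = DMSO vehicle and 100% = reference agonist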
Target sequence (O95977 whole entry, looked up): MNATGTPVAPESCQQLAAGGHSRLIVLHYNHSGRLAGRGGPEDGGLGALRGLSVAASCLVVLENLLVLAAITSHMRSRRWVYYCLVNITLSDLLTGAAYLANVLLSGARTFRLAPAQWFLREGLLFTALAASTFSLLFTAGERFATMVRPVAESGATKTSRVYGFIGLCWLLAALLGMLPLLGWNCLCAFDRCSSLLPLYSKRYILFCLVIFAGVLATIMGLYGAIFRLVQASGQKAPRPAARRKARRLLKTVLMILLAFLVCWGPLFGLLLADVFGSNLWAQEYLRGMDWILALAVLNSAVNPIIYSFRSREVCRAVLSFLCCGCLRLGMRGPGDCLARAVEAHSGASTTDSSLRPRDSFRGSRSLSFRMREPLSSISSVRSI
S1P4 antag: blocks the human S1P4 receptor | O95977 | S1P4-expressing cells, antagonist mode, reporter read-out | inhibition, % at 4.98 µM | 220,000 compounds, 0.26% hits | AID 1510; in the data active = inhibition above about 29%;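 also: 0% = wells stimulated with agonist and 100% = vehicle wells without agonist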
Active calls of the source: *; x = no result given; & = joins results of further samples.

1) CC1CCCC(NC(=O)CNCc2ccccc2F)C1C (configuration not stated)
2) O=C(O)c1ccccc1Sc1ncnc2sccc12
3) COc1cc(NC(=O)c2ccc3c(=O)n(Cc4ccco4)c(=S)[nH]c3c2)cc(OC)c1OC
4) CC(=O)c1ccc(N=Nc2ccc(C)cc2)cc1
5) CCOC(=O)c1ccc(NC(=S)NCCCn2ccnc2)cc1
6) O=C(NCc1ccccc1)Nc1cccn(Cc2ccccc2F)c1=O
7) Cc1ccc(-c2nc(CSCC(=O)N3CCCC3)c(C)o2)cc1
8) O=C(Nc1ccc(Cl)cc1C(F)(F)F)C(Sc1cccc[n+]1[O-])c1ccccc1 (configuration not stated)

assay / compound	1	2	3	4	5	6	7	8
TRPN1 ag	-0.7	1.3	0.3	-0.8	1.9	0.6	0.0	-0.1
EP2 mod	-22	28	-26	-23	-7	25	-8	22
TRPML3 ag	0.6	1.1	0.4	0.8	0.5	0.5	-0.6	0.1
NPY-Y1 antag	6	x	-3	-3	-8	1	1	1
NPY1 pot ag	8	23	-17	2	15	-18	5	5
CHOP inhibitor	4	9	17	57	7	-6	18	-10
NPY2 pot ag	-2	-6	-4	-6	4	5	-4	-1
S1P4 agonist	0.8	0.0	-0.5	-0.7	0.4	0.9	-0.3	1.4
S1P4 antag	2	5	1	-19	8	-17	-8	-11

9) Cc1[nH]nc(-c2ccc(O)c(C)c2O)c1Oc1ccccc1
10) CC1Oc2ccccc2N(Cc2ccccc2Cl)C1=O (configuration not stated)
11) O=[N+]([O-])c1ccc(Oc2ccc(S(=O)(=O)Nc3ccccc3)cc2)cc1
12) COC(=O)COc1cccc2c(=O)n(CC(=O)Nc3ccc4c(c3)OCCO4)ccc12
13) COc1ccc(C(=O)N/N=C/C2CC=CCC2)cc1OC (configuration not stated)
14) CCS(=O)(=O)NCc1ccc2c(c1)cc(C)n2C
15) CC1(C)CC2CC(C)(CN2C(=S)NC(=O)c2ccccc2Cl)C1 (configuration not stated)
16) C/C(=N/NC(N)=S)c1cc2ccc(O)cc2oc1=O

assay / compound	9	10	11	12	13	14	15	16
TRPN1 ag	-0.6	-2.3	21*	0.3	1.3	0.3	-0.6	5.9
EP2 mod	9	50	-57	-18	18	-7	4	9
TRPML3 ag	1.1	-1.1	9.3	0.4	0.9	0.4	-0.3	1.8
NPY-Y1 antag	-5	-2	-3	12	3	0	8	x
NPY1 pot ag	27	7	-3	2	2	3	0	6
CHOP inhibitor	60	89*	71*	15	9	9	-16	19
NPY2 pot ag	22	-1	-3	13	-6	-11	-9	0
S1P4 agonist	-1.7	0.0	1.5	1.3	1.1	0.3	-0.8	39*
S1P4 antag	13	8	-23	-5	-7	-6	-3	-50

Random excerpt: four compounds from above, in no set order.
16) C/C(=N/NC(N)=S)c1cc2ccc(O)cc2oc1=O
9) Cc1[nH]nc(-c2ccc(O)c(C)c2O)c1Oc1ccccc1
3) COc1cc(NC(=O)c2ccc3c(=O)n(Cc4ccco4)c(=S)[nH]c3c2)cc(OC)c1OC
7) Cc1ccc(-c2nc(CSCC(=O)N3CCCC3)c(C)o2)cc1

assay / compound	16	9	3	7
TRPN1 ag	5.9	-0.6	0.3	0.0
EP2 mod	9	9	-26	-8
TRPML3 ag	1.8	1.1	0.4	-0.6
NPY-Y1 antag	x	-5	-3	1
NPY1 pot ag	6	27	-17	5
CHOP inhibitor	19	60	17	18
NPY2 pot ag	0	22	-4	-4
S1P4 agonist	39*	-1.7	-0.5	-0.3
S1P4 antag	-50	13	1	-8

Carrying on.
17) CCc1cc(CNC(=O)CCc2nnc(CCCc3ccccc3)o2)on1
18) COC(=O)c1cc(C(=O)OC)cc(N2C(=O)CC(Sc3nc(C)cc(C)n3)C2=O)c1 (configuration not stated)
19) CC(C)(C)c1csc(NC(=O)CSc2nc3ccccc3c(=O)[nH]2)n1
20) CCCCN(CC)CCCNC(=O)C1c2ccccc2C(=O)N(C)C1c1cn(C)c2ccccc12 (configuration not stated)
21) O=C(CSCc1nc2c(nnn2Cc2ccc(F)cc2)c(=O)[nH]1)Nc1cccc(C(F)(F)F)c1
22) O=[N+]([O-])c1cc(Cl)ccc1N1CCCCC1
23) CCOC(=O)c1cc2c(=O)n3ccccc3nc2n(CCOC)c1=NC(=O)C(C)(C)C
24) CC(=O)N/C(=C/c1ccc2c(c1)OCO2)C(=O)NCCO

assay / compound	17	18	19	20	21	22	23	24
TRPN1 ag	0.1	0.4	1.3	-1.1	0.8	1.3	1.9	0.3
EP2 mod	-2	-13	-31	-19	28	18	4	25
TRPML3 ag	-0.2	-0.3	0.0	0.4	-0.1	0.9	0.3	-0.1
NPY-Y1 antag	8	-12	0	-2	7	6	-1	2
NPY1 pot ag	-2	-19	-19	-9	-7	10	-13	-2
CHOP inhibitor	-42	-12	-17	4	23	7	-7	19
NPY2 pot ag	7	1	-7	4	3	-5	5	4
S1P4 agonist	0.0	1.6	0.3	-2.6	2.9	-0.7	5.6	0.1
S1P4 antag	-5	-7	0	-7	-19	2	-7	-3

25) CC(=O)c1cccc(NC(=O)C2CCCCC2)c1
26) COC(=O)c1cc2c(cc1N)OCCO2
27) COc1cc(NC(=O)Cn2cnc3ccccc3c2=O)c(OC)cc1Cl
28) O=C(N/N=C/C1CCCCC1)c1ccccn1
29) Cc1cccc(C)c1OCC(O)CN1CCN(c2ccccn2)CC1 (configuration not stated)
30) CCN(CCO)C(=O)C12CCC(C)(C(=O)C1)C2(C)C (configuration not stated)
31) Cc1nn(C)c(C)c1CNC(=O)c1nn2c(c1Cl)NC(c1cccs1)CC2C(F)(F)F (configuration not stated)
32) CC1(C)C2CCC1(C)C(OC(=O)CSc1nc(N)cc(=O)[nH]1)C2 (configuration not stated)

assay / compound	25	26	27	28	29	30	31	32
TRPN1 ag	0.0	0.8	1.3	0.3	-0.3	-0.6	-0.6	-0.1
EP2 mod	-25	-28&11	-7	-11	17	19	0	24
TRPML3 ag	0.9	1.3	1.2	0.1	1.6	1.0	-0.1	0.5
NPY-Y1 antag	-3	4	5	1	0	1	-7	-11
NPY1 pot ag	0	-9	-4	-20	4	-3	1	7
CHOP inhibitor	21	-6	20	-11	17	4	x	14
NPY2 pot ag	-11	-12	1	-5	8	-15	29*	8
S1P4 agonist	-0.6	0.7	1.0	1.4	0.1	-2.0	1.9	2.3
S1P4 antag	-12	5	-25	-5	-18	-11	-12	-22

33) CN(C)c1ccc(C(=O)OCC(=O)N2CCOCC2)cc1
34) O=C(Nc1ccc(F)cc1)OCCOc1ccc([N+](=O)[O-])cc1
35) COc1ccc(NS(=O)(=O)c2cccs2)c(OC)c1
36) O=C(NCc1nc2ccccc2[nH]1)C1=C[C@H](c2ccc(C(F)(F)F)cc2)C[C@H](OCc2ccc(CO)cc2)O1
37) Cc1ccc(NC(=S)N(Cc2ccc(Br)cc2)Cc2ccc(C(=O)O)cc2)cc1C
38) COc1ccc(CCNc2ccncn2)cc1
39) Nc1ccc(C(=O)n2c3ccccc3c3ccccc32)cc1
40) CCCN1CCN(CCCNC(=O)Cn2nc(-c3ccccc3)ccc2=O)CC1

assay / compound	33	34	35	36	37	38	39	40
TRPN1 ag	-0.1	-1.2	-0.4	0.8	-0.9	5.2	-0.7	0.3
EP2 mod	-6	-34	-35	-14	6	-8	45	7
TRPML3 ag	1.3	-0.4	0.5	-0.9	-1.4	1.4	-1.1	0.7
NPY-Y1 antag	4	x	-10	4	2	-3	8	0
NPY1 pot ag	0	-16	-14	-6	1	17	10	5
CHOP inhibitor	-8	9	-12	38	8	13	x	-25
NPY2 pot ag	-15	-12	-2	-24	8	-2	15	4
S1P4 agonist	2.8	-0.8	-0.9	-1.3	1.9	0.2	-3.0	1.1
S1P4 antag	-2	-1	10	6	-4	0	-15	1

41) CCOC(=O)Cc1csc(NC(=O)CSc2ncnc3c2cnn3-c2ccccc2Cl)n1
42) O=C(COC(=O)Cn1cnc2ccccc21)NCCc1ccccc1
43) Cc1cccc(OP(=O)(Nc2c(C)n(C)n(-c3ccccc3)c2=O)Oc2cccc(C)c2)c1
44) C=CCn1c(SCC(=O)Nc2ccccc2C)nc2sc(C)c(C)c2c1=O
45) CCN(CC)c1ccc(NC(=O)CN2CCN(CC(=O)Nc3ccc(F)cc3)CC2)cc1
46) O=C(/C=C/c1ccccc1O)c1ccc(Cl)cc1
47) N#CC(c1cccc(Cl)c1)c1ccc2c(C(F)(F)F)cc(C(F)(F)F)nc2n1 (configuration not stated)
48) CCN(CC)CCCNC(=O)c1ccccc1C

assay / compound	41	42	43	44	45	46	47	48
TRPN1 ag	4.1	-0.1	-2.0	-0.9	-0.1	1.5	-0.2	1.2
EP2 mod	-14	9	0	-37&-30	3	-25	6	19
TRPML3 ag	2.1	0.7	0.1	0.0	0.3	0.0	0.2	0.6
NPY-Y1 antag	5	-1	14	2	-6	-3	-9	5
NPY1 pot ag	2	5	-1	-15	1	-6	28	-6
CHOP inhibitor	11	-12	71*	-11	25	34	102*	3
NPY2 pot ag	5	27	1	-9	-3	-8	3	3
S1P4 agonist	-1.2	-0.2	-0.5	0.3	-1.0	-1.2	0.2	0.9
S1P4 antag	9	-4	-23	-10	0	46*	0	-18

49) O=C(CSc1nc2ccccc2s1)N1CCCCC1
50) COc1ccccc1CC1(C)NC(=O)N(CC(=O)N2CC(C)OC(C)C2)C1=O (configuration not stated)
51) N#Cc1cccc(Cn2nnc(-c3ccccc3)n2)c1
52) CCN(C(=O)COC(=O)c1cncc(Br)c1)C1CCS(=O)(=O)C1 (configuration not stated)
53) CCCC(=O)NC(Nc1ccccc1OC)C(Cl)(Cl)Cl (configuration not stated)
54) O=c1c(C/C=C/c2ccccc2)c(O)ccn1Cc1ccc(Cl)cc1Cl
55) COC(=O)/C=C/c1ccsc1NC(C)=O
56) O=C(O)C1CCCN1c1ncccn1 (configuration not stated)
57) Clc1ccccc1C1=Nn2c(nnc2-c2ccncc2)SC1
58) COc1cc2ccnc(Cc3cccc(OC)c3OC)c2cc1OC
59) CN(C)/C=C/C(=O)c1ccc(N2CCN(c3ncc(C(F)(F)F)cc3Cl)CC2)cc1

assay / compound	49	50	51	52	53	54	55	56	57	58	59
TRPN1 ag	-0.4	1.5	-1.9	2.0	-1.5	-0.1	-0.2	0.9	-1.3	5.8	-0.5
EP2 mod	4	13	-30	24	20	-3	18	-5	29	-25&3	20
TRPML3 ag	0.1	0.9	0.3	0.0	-0.1	0.6	0.8	1.1	-0.4	2.3	0.1
NPY-Y1 antag	-2	1	6	4	-1	7	-3	4	3	13	4
NPY1 pot ag	8	-27	3	14	14	-6	-22	-7	-9	-26	-26
CHOP inhibitor	-7	8	-7	10	21	2	-36	-3	55	41	22
NPY2 pot ag	-12	3	13	9	8	-8	9	-4	7	-10	-2
S1P4 agonist	3.5	-1.3	-2.0	2.3	1.5	0.3	1.6	1.2	-2.1	0.2	1.1
S1P4 antag	-11	-4	-13	4	-18	-3	-6	-13	-24	-8	-1
